Assay outcomes: PubChem, Southern Research Specialized Biocontainment Screening Center
VEEV TC-83 Vero – inhibitors of VEEV TC-83 cytopathic effect, confirmation, Vero cells (AID 588727); Vero cells, VEEV TC-83 cytopathic effect inhibition; higher % means a stronger effect; inhibition, % at 20 µM, or IC50 in µM where a hit was titrated; 350,000 tested, 0.13% active; in the data active = a potency from the dose series; inconclusive = inhibition mostly from about 14% at the one dose, without a potency; inactive = the rest, 99 in 100 with inhibition below about 12%; note: strong numbers were not always called active
H1N1 NS1A inhibition – H1N1 influenza NS1A inhibitors, functional cell based assay (AID 504329); NS1A functional cell-based assay, percent inhibition; higher % means a stronger effect; 340,000 tested, 0.3% active; inhibition, % at 12.5 µM; hits with a dose series show IC50 in µM; in the data active = a potency from the dose series; inconclusive = inhibition above about 27% without an active follow-up result; note: strong numbers were not always called active
M. tuberculosis – growth inhibition of non-replicating M. tuberculosis (AID 488890). Mycobacterium tuberculosis non-replicating, growth inhibition; higher % means a stronger effect. inhibition, % at 25 µM; hits with a dose series show IC50 in µM. 320,000 tested, 0.39% active; in the data active = a potency from the dose series; inconclusive = inhibition mostly from about 82% at the one dose, without a potency; inactive = the rest, 99 in 100 with inhibition below about 76%;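 note: plate controls were DMSO cells for no effect and high antibiotic wells for full effect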
Salmonella PhoP GFP – PhoP regulon inhibitors, Salmonella typhi PhoP promoter GFP reporter, confirmatory (AID 1850) | inhibition, % at 50 µM, or IC50 in µM where a hit was titrated | Salmonella Typhi PhoP-promoter GFP reporter, fluorescence, 4 h; higher % means a stronger effect | 310,000 tested, 0.33% active; in the data active = a potency from the dose series; inconclusive = inhibition mostly from about 25% at the one dose, without a potency; inactive = the rest, 99 in 100 with inhibition below about 19%;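 note: 0% = induced wells with vehicle and 100% = uninduced wells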
M. tuberculosis HTS – M. tuberculosis growth inhibition, HTS (AID 449762); inhibition, % at 25 µM; hits with a dose series show IC50 in µM; 330,000 tested, 0.59% active; M. tuberculosis H37Rv growth inhibition, 7H9 media; higher % means a stronger effect; in the data active = a potency from the dose series; inconclusive = inhibition above about 70% without an active follow-up result;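 note: bacterial growth assessed after seven days of incubation; strong numbers were not always called active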
VEEV TC-83 Vero 10K pilot screen – further read-out of VEEV TC-83 Vero, marked with its call; inhibition, %; measured here: 10K pilot screen inhibition
* = called active by the depositor; i = inactive; ? = inconclusive; . = not tested or not shown.

SMILES | VEEV TC-83 Vero | H1N1 NS1A inhibition | M. tuberculosis | Salmonella PhoP GFP | M. tuberculosis HTS | others
CCOC(=O)C1CCN(c2cc3c(cc2NC(=O)c2ccccc2OCC)n(C)c(=O)n3C)CC1 | 11.1% | 10.7% | 34.0% | -7.0% | ?
CC(=O)Nc1cccc(/C(C)=N/NC(=O)c2cccc(S(=O)(=O)N3CCOCC3)c2)c1 | 1.1% | 8.6% | 13.4% | 4.3% | 5.5%
Fc1ccccc1N1CCN(Cc2nc(-c3ccccc3)no2)CC1 | 2.0% | 1.7% | 33.2% | -12.0% | -5.3%
CCN(CC)CCC(=O)Nc1ccc2c(c1)N(C(=O)CN(CC)CC)c1ccccc1CC2 | 0.8% | -0.3% | -0.8% | 3.6% | -8.5%
COc1ccc(NC(=S)NC(NC(=O)C(C)C)C(Cl)(Cl)Cl)c([N+](=O)[O-])c1 (stereo not given) | 6.3% | -13.2% | -11.8% | 0.4% | -9.5%
Cc1ccc(NC(=S)NNC(=O)c2ccccc2OC(F)F)cc1 | 3.7% | 27.9% | 5.8% | 2.7% | 6.4%
COc1ccc(NC(=O)c2cc3ccccc3o2)cc1S(=O)(=O)N1CCCCC1 | 9.2% | 5.1% | 29.4% | . | -1.4%
Cc1cccc(N(Cc2ccccc2)C(=O)c2cccc(S(=O)(=O)N3CC(C)OC(C)C3)c2)c1 (stereo not given) | 6.9% | -12.6% | 1.9% | 12.4% | 1.8%
O=C(O)CCCn1c(=S)[nH]c2c(sc3ccc([N+](=O)[O-])cc32)c1=O | 1.1% | 4.5% | -5.9% | -4.3% | -5.9%
Cc1ccc(-n2nnc(-c3nccs3)n2)cc1 | 0.2% | -12.0% | 37.9% | -11.2% | 6.5% | VEEV TC-83 Vero 10K pilot screen=1.0
Cn1c[n+](C)cc1/C=N/O | 1.7% | 3.1% | 18.6% | -9.9% | -12.4%
O=C(Nc1cccnc1)c1c(O)c2cccc3c2n(c1=O)CC3 | 3.4% | -5.5% | ? | 0.1% | ?
O=C(Nc1cccc2nsnc12)c1ccc2c(c1)OCO2 | 5.2% | 1.5% | 78.4% | -8.0% | -11.1%
Cc1cccc(OCC(=O)OCC(=O)N(CC(C)C)c2c(N)n(Cc3ccccc3)c(=O)[nH]c2=O)c1C | 2.0% | 2.5% | 9.7% | 5.7% | 26.0%
Cc1cc(C(=O)Nn2c(-c3ccncc3)nc3ccccc3c2=O)ccc1[N+](=O)[O-] | 0.8% | -0.9% | -5.2% | 7.7% | -2.8%
O=C1c2cccc3cccc(c23)N1Cc1ccc(F)cc1 | 0.6% | -15.9% | 49.3% | -1.9% | 5.5%
Cc1ccc(NC(=O)CSc2nc3ccccc3c3nc(CCc4c(C)n[nH]c4C)nn23)cc1F | i | -75.0% | 11.8% | -2.5% | 16.8%
O=C(c1cc2c(=O)n3ccccc3nc2s1)N1CCOCC1 | 0.8% | 2.4% | -0.1% | -5.6% | 2.7%
O=C(CCCn1cc([N+](=O)[O-])cn1)NCc1ccccc1 | 0.2% | -5.2% | -14.0% | 8.5% | -3.1%
Oc1c(N=Nc2ccccn2)ccc2ccccc12 | 11.7% | ? | ? | 5.7% | 15.6%
CCC(C)NC(=O)c1cc(Cl)ccc1OC (stereo not given) | i | -0.8% | -5.3% | 6.1% | -2.1%
CCC(C)[C@H]1CNCCN1CC1(c2ccccc2)CC1 (stereo not given in full) | 0.1% | -3.1% | 2.6% | 6.8% | -5.2%
Cc1cccc(NC(=S)N2CCC(O)CC2)c1C | 1.0% | -1.7% | -4.4% | -8.4% | -1.9%
O=C(COC(=O)C1CC(O)CN1S(=O)(=O)c1ccccc1[N+](=O)[O-])c1ccc[nH]1 (stereo not given) | i | 2.9% | -3.3% | . | -9.0%
Cc1ccccc1C(=O)NCCc1nnc(SCC(=O)Nc2nc(-c3ccccc3)cs2)n1C | 3.9% | -4.7% | 7.4% | -5.6% | 0.7% | VEEV TC-83 Vero 10K pilot screen=1.5
(cont.)
SMILES | VEEV TC-83 Vero | H1N1 NS1A inhibition | M. tuberculosis | Salmonella PhoP GFP | M. tuberculosis HTS | others
OC(COC(c1ccc(Cl)cc1)c1ccc(Cl)cc1)CN1CCN(c2ccccn2)CC1 (stereo not given) | i | -2.4% | 37.9% | -6.8% | ?
CCn1c(=O)cc(SCC(=O)N2CCC(C)CC2)c2ccccc21 | 4.2% | 2.7% | -1.0% | 10.4% | 4.2%
COc1cccc(-c2csc(N3CCN(C(=O)Nc4ccccc4Cl)CC3)n2)c1 | 2.6% | 8.7% | 28.0% | -3.7% | 12.5%
N#Cc1ccc(OS(=O)(=O)c2ccc(-c3ccon3)s2)cc1 | 1.7% | 16.1% | 39.7% | -8.9% | 1.8%
CCOC(=O)c1ccc(-n2c(CN3CCC(C(N)=O)CC3)nc3ccc([N+](=O)[O-])cc3c2=O)cc1 | 0.8% | -13.5% | 29.9% | 7.6% | ?
Oc1ccc(Nc2nc(-c3cccs3)cs2)cc1 | 0.6% | -3.1% | -18.5% | 5.9% | 9.1%
CCOC(=O)C1=NN(c2ccccc2C)C2=NC(C)=C(C(=O)OC)C(c3cccs3)N12 (stereo not given) | i | -2.3% | 14.8% | -0.2% | -5.3%
Cc1c(NC(=O)C2CCCCN2S(=O)(=O)c2ccc(Cl)cc2)c(=O)n(-c2ccccc2)n1C (stereo not given) | 0.8% | 28.0% | . | -11.5% | 5.0%
CC(C)OCCCNc1ncc2c(n1)CC(c1cccs1)CC2=O (stereo not given) | 1.2% | -3.4% | 13.9% | -7.0% | 4.8%
O=C(/C=C/c1ccccc1)NNC1=NS(=O)(=O)c2ccccc21 | 0.8% | 2.8% | 7.6% | -1.2% | -2.8%
COc1ccc(NC(=O)c2onc(C)c2Cl)cc1 | 2.3% | 0.9% | -4.6% | 7.1% | 0.6%
CN(C)S(=O)(=O)c1cccc(NC(=O)COC(=O)/C=C/c2ccc3c(c2)OCO3)c1 | 0.2% | 9.3% | 2.4% | 2.0% | 9.2%
COc1ccc(C(C(=O)NCC2CCCO2)N(C(=O)Cn2nnc3ccccc32)c2ccccc2C(C)=O)cc1OC (stereo not given) | i | -3.1% | 3.7% | -5.0% | 6.3%
Cc1cccc(C)c1N1C(=O)c2cccc([N+](=O)[O-])c2C1=O | 1.3% | 18.6% | 14.8% | -4.8% | 0.1%
CCC(C)(C)NC(=O)C(c1ccc(F)cc1)N(Cc1ccco1)C(=O)CCC(=O)Nc1ccccn1 (stereo not given) | 12.0% | -6.6% | 51.1% | 7.6% | 6.8%
COCCNc1c(-c2cc3ccc(C)c(C)c3[nH]c2=O)nc2ccccn12 | 8.1% | 7.0% | 1.4% | -4.8% | -5.2%
O=C(O)CSc1nc(-c2cccs2)cc(C(F)(F)F)n1 | 0.9% | . | -6.0% | -1.0% | -5.3%
CC(=O)c1ccc(NC(=O)CN2c3cccc4cccc(c34)S2(=O)=O)cc1 | 1.5% | -1.6% | 10.5% | . | -9.4%
CCN(/C=N/c1sc2c(c1C#N)CC(C)(C)NC2(C)C)CC | i | -2.1% | -3.6% | -2.7% | 2.4%
COC(=O)c1sccc1S(=O)(=O)NCc1ccc(S(N)(=O)=O)cc1 | 5.7% | 0.0% | 1.7% | -1.9% | -5.3%
CCN(CCNS(=O)(=O)c1ccc2[nH]c(=O)sc2c1)c1ccccc1 | 1.1% | 1.8% | 11.4% | -8.4% | -6.2%
Cc1ccc(S(=O)(=O)CCc2nnc(N)s2)cc1 | 2.1% | 2.1% | -8.4% | -3.5% | -4.2%
N#Cc1ccc(S(=O)(=O)N2CCCN(c3ccc(C(F)(F)F)cn3)CC2)cc1 | 1.6% | . | 8.2% | -0.2% | -0.2%
CCOc1cc(CNC(CC)CO)ccc1OCC(=O)Nc1cccc(C(F)(F)F)c1 (stereo not given) | 1.4% | -7.3% | 36.8% | -20.2% | 4.7%
Cc1ccccc1OCC(=O)NCCN1CCCC1 | 1.2% | 2.6% | -10.5% | 10.9% | -12.0%

Brought forward from above: two compounds, then new ones.
SMILES | VEEV TC-83 Vero | H1N1 NS1A inhibition | M. tuberculosis | Salmonella PhoP GFP | M. tuberculosis HTS | others
CCOc1cc(CNC(CC)CO)ccc1OCC(=O)Nc1cccc(C(F)(F)F)c1 (stereo not given) | 1.4% | -7.3% | 36.8% | -20.2% | 4.7%
Cc1ccccc1OCC(=O)NCCN1CCCC1 | 1.2% | 2.6% | -10.5% | 10.9% | -12.0%
O=C(O)c1ccc(S(=O)(=O)N2CCCc3ccccc32)cc1 | 0.6% | 0.3% | 8.2% | -4.1% | 10.0%
COc1cccc(CC(=O)Nc2ccc(F)c(S(=O)(=O)N3CCOCC3)c2)c1 | 0.6% | -0.7% | . | . | .
O=C(CN1CCCC1)Nc1cc(F)ccc1F | 0.1% | -1.4% | 0.4% | 1.1% | 1.5%
Cc1ccc(S(=O)(=O)N2CCCC(C(=O)NCCC(C)C)C2)cc1 (stereo not given) | i | 0.2% | -3.8% | -13.9% | 10.8%
CCN1Cc2c(cc(OC)c(OC)c2OC)-c2ccccc2S1(=O)=O | i | 16.8% | . | . | .
CC1=NCC(C)c2c1[nH]c1ccccc21 (stereo not given) | i | 3.3% | -3.9% | -5.8% | -5.9%
COc1ccc(C(=O)O/N=C(\N)c2cccc(C)c2)cc1OC | 1.9% | -0.1% | 11.1% | -4.8% | 10.4%
CC1CC(C)CN(S(=O)(=O)c2ccc(C(=O)N(c3ccccn3)C3CCCCC3)cc2)C1 (stereo not given) | 0.6% | -4.7% | 37.3% | 6.2% | -2.3%
COc1ccccc1CNC(=O)c1cc2c(=O)[nH]c3ccccc3c2n1C | . | . | -10.0% | 1.3% | -0.9%
CCC(C(=O)N1CCC(N2CCCCC2)CC1)n1nc(C)c2sc3ccccc3c2c1=O (stereo not given) | i | -1.7% | 8.0% | 0.8% | 7.4%
COc1ccc(S(=O)(=O)N2CCCCCC2)cc1C(=O)NCc1cccs1 | 5.5% | -4.3% | 19.8% | . | -11.7%
O=C(CCN1C(=O)C2C3C=CC(C4CC34)C2C1=O)OCC(=O)c1ccccc1 (stereo not given) | 0.9% | -1.1% | 45.4% | -4.0% | 7.4%
Cc1cccc(OCC(O)Cn2c(-n3nc(C)cc3C)nc3c2c(=O)[nH]c(=O)n3C)c1 (stereo not given) | 8.4% | 0.2% | -11.3% | -2.8% | 2.6%

5 compounds drawn at random from the list so far:
SMILES | VEEV TC-83 Vero | H1N1 NS1A inhibition | M. tuberculosis | Salmonella PhoP GFP | M. tuberculosis HTS | others
O=C1c2cccc3cccc(c23)N1Cc1ccc(F)cc1 | 0.6% | -15.9% | 49.3% | -1.9% | 5.5%
N#Cc1ccc(OS(=O)(=O)c2ccc(-c3ccon3)s2)cc1 | 1.7% | 16.1% | 39.7% | -8.9% | 1.8%
CCn1c(=O)cc(SCC(=O)N2CCC(C)CC2)c2ccccc21 | 4.2% | 2.7% | -1.0% | 10.4% | 4.2%
COc1cccc(CC(=O)Nc2ccc(F)c(S(=O)(=O)N3CCOCC3)c2)c1 | 0.6% | -0.7% | . | . | .
Oc1ccc(Nc2nc(-c3cccs3)cs2)cc1 | 0.6% | -3.1% | -18.5% | 5.9% | 9.1%

3 compounds out of the list, arranged by SMILES length, highest first.
SMILES | VEEV TC-83 Vero | H1N1 NS1A inhibition | M. tuberculosis | Salmonella PhoP GFP | M. tuberculosis HTS | others
O=C(CCN1C(=O)C2C3C=CC(C4CC34)C2C1=O)OCC(=O)c1ccccc1 (stereo not given) | 0.9% | -1.1% | 45.4% | -4.0% | 7.4%
COc1cccc(CC(=O)Nc2ccc(F)c(S(=O)(=O)N3CCOCC3)c2)c1 | 0.6% | -0.7% | . | . | .
O=C(O)c1ccc(S(=O)(=O)N2CCCc3ccccc32)cc1 | 0.6% | 0.3% | 8.2% | -4.1% | 10.0%
